TcdB GH inh = inhibitors of Clostridioides difficile toxin B glycohydrolase; P18177; TcdB glycohydrolase enzymatic assay, plate reader; inhibition, % at 9.99 µM; actives 0.24% (n = 350,000); in the data active means inhibition above about 10%
Numbers without * were called inactive.

SMILES	TcdB GH inh
C[C@H](CO)N1C[C@H](C)[C@@H](CN(C)Cc2ccc(Cl)c(Cl)c2)OCc2ccccc2-c2ccccc2C1=O	0.2
CC(C)NC(=O)Nc1cccc2c1O[C@H](CN(C)Cc1ccc3c(c1)OCO3)[C@@H](C)CN([C@H](C)CO)C2=O	-0.4
C[C@H]1CN([C@@H](C)CO)C(=O)c2cc(-c3ccc(F)cc3)cnc2O[C@@H]1CN(C)CC1CCOCC1	-0.8
O=C(Nc1cc(F)ccc1F)N[C@@H]1CC[C@H](CCn2cc(C3CC3)nn2)O[C@@H]1CO	0.6
CCCNC(=O)C[C@@H]1CC[C@@H]2[C@H](COc3ccc(NC(=O)c4ccc5c(c4)OCO5)cc3C(=O)N2C)O1	1.7
CN(C)C(=O)[C@H]1[C@H](CO)[C@H]2Cn3c(ccc(-c4ccccc4F)c3=O)[C@@H]1N2C(=O)c1ccccc1	-0.3
CCCc1cn(CC[C@@H]2CC[C@H](NC(=O)C3CC3)[C@H](CO)O2)nn1	0.6
O=C(Nc1cccc(F)c1)N1CC(=O)N2[C@H](CO)[C@@H](c3ccc(Br)cc3)[C@H]2C1	-0.3
C[C@H]1CN([C@@H](C)CO)C(=O)c2cc(C#CCN(C)C)cnc2O[C@H]1CN(C)S(=O)(=O)c1ccccc1	-1.0
CC(C)c1cn([C@H]2C[C@@H]3O[C@@H](CO)CC[C@@H]3O[C@@H]2CCc2ccc(C#CC3(O)CCCC3)cc2)nn1	0.7
CC(C)c1cn(CC[C@H]2CC[C@H](NS(=O)(=O)c3ccc(F)cc3)[C@H](CO)O2)nn1	2.4
COc1ccccc1NC(=O)N1C[C@H]2[C@@H](c3ccccc31)[C@H](CO)N2C(=O)C1CC1	0.7
CCCC#Cc1cnc2c(c1)C(=O)N([C@H](C)CO)C[C@H](C)[C@@H](CN(C)C(=O)C1CCOCC1)O2	-1.1
C[C@@H]1CN([C@@H](C)CO)S(=O)(=O)c2ccc(-c3cccnc3)cc2O[C@H]1CN(C)CC1CCOCC1	-0.2
C[C@H]1CN([C@@H](C)CO)C(=O)Cc2cc(NS(=O)(=O)c3ccccc3)ccc2O[C@@H]1CN(C)CC1CCCCC1	1.0
C[C@H](CO)N1C[C@H](C)[C@@H](CN(C)C(=O)c2ccccn2)Oc2ncc(Br)cc2C1=O	-0.3
O=C(C[C@@H]1CC[C@@H](NS(=O)(=O)c2ccccc2)[C@@H](CO)O1)NCCN1CCCCC1	-1.9
O=C(C[C@H]1C=C[C@H](NC(=O)c2cccnc2)[C@@H](CO)O1)NCc1ccc(Cl)c(Cl)c1	0.3
Cc1noc(C)c1S(=O)(=O)Nc1ccc2c(c1)C(=O)N([C@H](C)CO)C[C@H](C)[C@@H](CN(C)Cc1ccncc1)OCCCC[C@H](C)O2	0.5
COc1ccc(NC(=O)N(C)C[C@@H]2Oc3ccc(NC(=O)Nc4ccc5c(c4)OCO5)cc3C(=O)N([C@@H](C)CO)C[C@@H]2C)cc1	-1.1
C[C@H](CO)N1C[C@H](C)[C@H](CN(C)S(C)(=O)=O)Oc2ccc(NC(=O)Nc3ccc(C(F)(F)F)cc3)cc2CC1=O	1.4
CO[C@@H]1CN(C)C(=O)c2ccc(NC(=O)c3cnccn3)cc2OC[C@H](C)N(C(=O)C2CC2)C[C@@H]1C	0.4
C[C@@H]1CN([C@H](C)CO)C(=O)c2cc(NC(=O)c3ccncc3)ccc2O[C@@H](C)CCCCO[C@@H]1CN(C)C(=O)Cc1ccccc1	0.4
O=C(Nc1cc(F)ccc1F)N1C[C@H]2[C@@H](c3ccccc31)[C@@H](CO)N2C(=O)c1ccccc1	-0.2

Compounds listed so far that have a Cl atom (2):
SMILES	TcdB GH inh
C[C@H](CO)N1C[C@H](C)[C@@H](CN(C)Cc2ccc(Cl)c(Cl)c2)OCc2ccccc2-c2ccccc2C1=O	0.2
O=C(C[C@H]1C=C[C@H](NC(=O)c2cccnc2)[C@@H](CO)O1)NCc1ccc(Cl)c(Cl)c1	0.3

Following part.
SMILES	TcdB GH inh
CC(C)(C)OC(=O)CC[C@]12N=C(c3ccc(OCCCO)cc3)O[C@H]1c1ccccc1CN(C(=O)c1ccccc1)C2=O	1.9
COc1ccc(NC(=O)Nc2ccc3c(c2)CC(=O)N([C@@H](C)CO)C[C@@H](C)[C@H](CN(C)S(C)(=O)=O)O3)cc1	0.6
C[C@@H]1CN([C@@H](C)CO)S(=O)(=O)c2ccc(C#CC3CC3)cc2O[C@H]1CN(C)C	-5.4
CS(=O)(=O)Nc1ccc2c(c1)[C@H]1C[C@@H](CC(=O)NCc3ccccc3)O[C@@H](CO)[C@H]1O2	0.2
COc1ccc(CN(C)C[C@H]2Oc3ccc(NS(=O)(=O)c4ccc(OC)cc4)cc3CC(=O)N([C@@H](C)CO)C[C@@H]2C)cc1	2.0
O=C(N[C@@H]1CC[C@@H](CC(=O)N2CCc3ccccc3C2)O[C@H]1CO)C1CC1	-8.6
CC(C)CC#Cc1cnc2c(c1)C(=O)N([C@H](C)CO)C[C@H](C)[C@@H](CN(C)Cc1ccc(C(=O)O)cc1)O2	1.6
CN1CCN(C(=O)C[C@H]2CC[C@@H]3[C@H](COc4ccc(NC(=O)c5ccc(F)c(F)c5)cc4C(=O)N3C)O2)CC1	1.0
O=C(Cc1ccccc1)N1CC(=O)N2[C@H](C1)[C@H](c1ccc(Br)cc1)[C@@H]2CO	0.3
CC(C)NC(=O)N(C)C[C@H]1Oc2ccc(NS(=O)(=O)c3ccc(Cl)cc3)cc2CC(=O)N([C@H](C)CO)C[C@H]1C	-0.6
O=C(C[C@@H]1CC[C@H]2[C@@H](COC[C@H](O)CN2Cc2nccs2)O1)NCc1ccc(F)cc1	0.4
C[C@@H]1CN([C@@H](C)CO)C(=O)c2cc(NC(=O)Cc3ccccc3)ccc2O[C@H]1CN(C)Cc1ccccc1	-1.6
CC(C)C#Cc1cnc2c(c1)C(=O)N([C@H](C)CO)C[C@H](C)[C@H](CN(C)C(=O)c1ccc3c(c1)OCO3)O2	-0.9
O=C(C[C@H]1CC[C@@H](NC(=O)Nc2cccc(F)c2)[C@@H](CO)O1)NCC1CCCCC1	-0.5
O=C(C[C@H]1CC[C@H]2[C@@H](COC[C@H](O)CN2S(=O)(=O)c2ccccc2)O1)Nc1ccc(-c2ccccc2)cc1	-0.9
COc1ccc(NC(=O)N(C)C[C@@H]2OCCCC[C@H](C)Oc3ccc(NS(=O)(=O)c4cccs4)cc3C(=O)N([C@@H](C)CO)C[C@@H]2C)cc1	-3.9
COc1ccc(NC(=O)Nc2ccc3c(c2)CC(=O)N([C@@H](C)CO)C[C@H](C)[C@H](CN(C)Cc2ccc(C(=O)O)cc2)O3)cc1	0.6
Cc1ccc(S(=O)(=O)N(C)C[C@@H]2Oc3ccc(NS(=O)(=O)c4ccccc4)cc3C(=O)N([C@@H](C)CO)C[C@H]2C)cc1	0.4
COCCNC(=O)[C@@H]1[C@@H](CO)[C@@H]2Cn3c(ccc(-c4ccccc4)c3=O)[C@H]1N2C(=O)NC(C)C	0.5
CC(C)NC(=O)N(C)C[C@H]1OCCCC[C@@H](C)Oc2ccc(N(C)C)cc2C(=O)N([C@@H](C)CO)C[C@H]1C	-9.7
Cc1cc(C(=O)Nc2cccc3c2O[C@@H](CN(C)S(C)(=O)=O)[C@H](C)CN([C@H](C)CO)C3=O)n(C)n1	0.3
CC(C)C#Cc1cnc2c(c1)C(=O)N([C@H](C)CO)C[C@H](C)[C@H](CN(C)C(=O)Nc1ccccc1F)O2	1.1
C[C@H]1CN([C@@H](C)CO)S(=O)(=O)c2ccc(C#Cc3cccnc3)cc2O[C@H]1CN(C)CC1CCOCC1	2.1
C[C@@H]1CN([C@@H](C)CO)C(=O)c2cc(N(C)C)ccc2O[C@H]1CN(C)Cc1ccc(C(=O)O)cc1	-2.1
CO[C@@H]1CN(C)C(=O)c2ccc(NS(=O)(=O)CC(F)(F)F)cc2OC[C@@H](C)N(Cc2nccs2)C[C@@H]1C	1.2
C[C@@H]1CN([C@@H](C)CO)C(=O)Cc2cc(NC(=O)c3ccncc3)ccc2O[C@@H]1CN(C)Cc1ccc2c(c1)OCO2	-0.3
COc1ccc(NC(=O)N(C)C[C@@H]2Oc3ccc(NC(=O)CCCCCC(=O)Nc4ccccc4N)cc3C(=O)N([C@@H](C)CO)C[C@@H]2C)cc1	0.6
CC(C)NC(=O)N(C)C[C@H]1Oc2ccc(NC(=O)Cc3cn(C)c4ccccc34)cc2CC(=O)N([C@@H](C)CO)C[C@H]1C	-1.1
CN(C)CC(=O)N[C@@H]1CC[C@@H](CCNC(=O)C2CCCC2)O[C@@H]1CO	-0.3
Cc1noc(C)c1NC(=O)Nc1ccc2c(c1)CC(=O)N([C@H](C)CO)C[C@@H](C)[C@H](CN(C)C(=O)NC1CCCCC1)O2	3.6
COc1cccc(C(=O)Nc2ccc3c(c2)OC[C@@H](C)N(CC2CC2)C[C@H](C)[C@@H](OC)CN(C)C3=O)c1	-1.8
CCNC(=O)C[C@@H]1CC[C@@H]2[C@H](COC[C@H](O)CN2C(=O)C2CCCC2)O1	0.1
COc1ccccc1NC(=O)N1CCCCN2[C@H](CO)[C@H](c3ccc(C#CC4CC4)cc3)[C@@H]2C1	-0.4
CCCNC(=O)N(C)C[C@@H]1Oc2ncc(-c3ccc(F)cc3)cc2C(=O)N([C@@H](C)CO)C[C@@H]1C	0.8
CN1CCN(C(=O)C[C@@H]2CC[C@H]3[C@@H](COC[C@@H](O)CN3C(=O)C3CC3)O2)CC1	0.0
C[C@@H]1CN([C@@H](C)CO)C(=O)c2cc(C#CC3(O)CCCC3)cnc2O[C@@H]1CN(C)C(=O)CC1CC1	0.7

Quoted from the listing.
TcdB GH inh result of `C[C@@H]1CN([C@@H](C)CO)C(=O)c2cc(C#CC3(O)CCCC3)cnc2O[C@@H]1CN(C)C(=O)CC1CC1` reads 0.7
TcdB GH inh result of `CCCNC(=O)N(C)C[C@@H]1Oc2ncc(-c3ccc(F)cc3)cc2C(=O)N([C@@H](C)CO)C[C@@H]1C` reads 0.8

(cont.)
SMILES	TcdB GH inh
COCC(=O)N1[C@H](CO)[C@H](c2ccccc2)[C@@H]1CNC(=O)c1ccccn1	0.7
C[C@@H]1CCCCO[C@H](CN(C)S(=O)(=O)c2cccs2)[C@H](C)CN([C@@H](C)CO)C(=O)c2cc(NS(C)(=O)=O)ccc2O1	1.4
O=C1CC[C@@H]2c3[nH]c4ccc(F)cc4c3CCN12	0.0
CNC[C@@H]1Oc2ccc(NS(C)(=O)=O)cc2C(=O)N([C@@H](C)CO)C[C@H]1C	-5.6
C[C@H]1CN([C@@H](C)CO)C(=O)c2cccc(NC(=O)C3CCOCC3)c2O[C@@H]1CN(C)Cc1ccc(C(F)(F)F)cc1	0.1
COc1ccc(CN(C)C[C@@H]2Oc3ccc(NC(=O)Nc4ccc(F)cc4)cc3C(=O)N([C@H](C)CO)C[C@@H]2C)cc1	-1.0
Cc1ccc(S(=O)(=O)Nc2ccc3c(c2)C(=O)N([C@H](C)CO)C[C@@H](C)[C@@H](CN(C)C(=O)CCC(F)(F)F)OCCCC[C@H](C)O3)cc1	0.7
COc1ccc2c3c([nH]c2c1)[C@H](CO)N(Cc1ccccc1)CC31CN(C(=O)Nc2cccc(F)c2)C1	0.5
CC(=O)n1cc([C@H]2C=C(C(=O)N3CCCCCCC3)O[C@@H](OCCCCO)C2)c2ccccc21	1.0
Cc1noc(C)c1S(=O)(=O)Nc1ccc2c(c1)CC(=O)N([C@@H](C)CO)C[C@@H](C)[C@H](CN(C)C)O2	1.1
COc1cccc(NC(=O)N(C)C[C@@H]2Oc3cc(-c4ccccc4OC)ccc3S(=O)(=O)N([C@@H](C)CO)C[C@@H]2C)c1	0.7
C[C@H]1CN([C@@H](C)CO)C(=O)c2c(c3ccccc3n2C)-c2ccccc2CO[C@@H]1CN(C)C(=O)Cc1ccccc1	-0.6
Cc1noc(C)c1NC(=O)Nc1ccc2c(c1)C(=O)N([C@H](C)CO)C[C@H](C)[C@@H](CN(C)C(=O)c1ccccc1)OCCCC[C@@H](C)O2	0.0
COc1ccc(C#Cc2cnc3c(c2)C(=O)N([C@@H](C)CO)C[C@@H](C)[C@@H](CN(C)CC2CCCC2)O3)cc1	-0.2
C[C@@H](NC(=O)C[C@@H]1C[C@H]2c3cc(NS(C)(=O)=O)ccc3O[C@H]2[C@H](CO)O1)c1ccccc1	-0.8
C[C@H](CO)N1C[C@H](C)[C@@H](CN(C)C(=O)Nc2ccccc2)Oc2c(NC(=O)CCCCCC(=O)Nc3ccccc3N)cccc2C1=O	-2.3
Cc1cccc(-c2ccc([C@H]3[C@H]4CN(C(=O)c5cccnc5)CC(=O)N4[C@H]3CO)cc2)c1	-0.9
CC(C)NC(=O)Nc1ccc2c(c1)C(=O)N([C@@H](C)CO)C[C@@H](C)[C@H](CN(C)Cc1ccc(Cl)c(Cl)c1)OCCCC[C@H](C)O2	0.9
C[C@H](CO)N1C[C@H](C)[C@H](CN(C)C(=O)Nc2ccccc2)Oc2c(NC(=O)Nc3ccc(F)cc3)cccc2C1=O	0.3
CN1C(=O)c2cc(NC(=O)Cc3cccs3)ccc2OC[C@@H]2O[C@H](CC(=O)NCCc3ccncc3)CC[C@@H]21	-0.3
COc1ccc(NC(=O)N(C)C[C@H]2OCCCC[C@@H](C)Oc3ccc(NS(=O)(=O)c4cccs4)cc3C(=O)N([C@H](C)CO)C[C@H]2C)cc1	-11

Pulled by structure from the entries so far, six records:
SMILES	TcdB GH inh
C[C@@H](NC(=O)C[C@@H]1C[C@H]2c3cc(NS(C)(=O)=O)ccc3O[C@H]2[C@H](CO)O1)c1ccccc1	-0.8
CN1C(=O)c2cc(NC(=O)Cc3cccs3)ccc2OC[C@@H]2O[C@H](CC(=O)NCCc3ccncc3)CC[C@@H]21	-0.3
COc1ccc(C#Cc2cnc3c(c2)C(=O)N([C@@H](C)CO)C[C@@H](C)[C@@H](CN(C)CC2CCCC2)O3)cc1	-0.2
C[C@H](CO)N1C[C@H](C)[C@@H](CN(C)C(=O)Nc2ccccc2)Oc2c(NC(=O)CCCCCC(=O)Nc3ccccc3N)cccc2C1=O	-2.3
COc1ccc(NC(=O)N(C)C[C@H]2OCCCC[C@@H](C)Oc3ccc(NS(=O)(=O)c4cccs4)cc3C(=O)N([C@H](C)CO)C[C@H]2C)cc1	-11
Cc1cccc(-c2ccc([C@H]3[C@H]4CN(C(=O)c5cccnc5)CC(=O)N4[C@H]3CO)cc2)c1	-0.9

These rows are one share of the data; the hit share may differ from the screen's.
